# SRC3 inh: inhibits human SRC3 coactivator. HEK293 GAL4-SRC3 luciferase reporter, luminescence. hit rate 0.17% among 360,000. inhibition, % at 3.6 µM. Q9Y6Q9;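 active = inhibition above a per-campaign cutoff, the mean of all compounds plus 3 SD, cut at about 60% in these data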;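 also: 0% = DMSO-treated cells and 100% = gossypol-treated cells at 36 µM; higher means less SRC3-driven luciferase light from the GAL4 reporter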
# Target sequence (Q9Y6Q9 whole entry, looked up, the tested form may be a part): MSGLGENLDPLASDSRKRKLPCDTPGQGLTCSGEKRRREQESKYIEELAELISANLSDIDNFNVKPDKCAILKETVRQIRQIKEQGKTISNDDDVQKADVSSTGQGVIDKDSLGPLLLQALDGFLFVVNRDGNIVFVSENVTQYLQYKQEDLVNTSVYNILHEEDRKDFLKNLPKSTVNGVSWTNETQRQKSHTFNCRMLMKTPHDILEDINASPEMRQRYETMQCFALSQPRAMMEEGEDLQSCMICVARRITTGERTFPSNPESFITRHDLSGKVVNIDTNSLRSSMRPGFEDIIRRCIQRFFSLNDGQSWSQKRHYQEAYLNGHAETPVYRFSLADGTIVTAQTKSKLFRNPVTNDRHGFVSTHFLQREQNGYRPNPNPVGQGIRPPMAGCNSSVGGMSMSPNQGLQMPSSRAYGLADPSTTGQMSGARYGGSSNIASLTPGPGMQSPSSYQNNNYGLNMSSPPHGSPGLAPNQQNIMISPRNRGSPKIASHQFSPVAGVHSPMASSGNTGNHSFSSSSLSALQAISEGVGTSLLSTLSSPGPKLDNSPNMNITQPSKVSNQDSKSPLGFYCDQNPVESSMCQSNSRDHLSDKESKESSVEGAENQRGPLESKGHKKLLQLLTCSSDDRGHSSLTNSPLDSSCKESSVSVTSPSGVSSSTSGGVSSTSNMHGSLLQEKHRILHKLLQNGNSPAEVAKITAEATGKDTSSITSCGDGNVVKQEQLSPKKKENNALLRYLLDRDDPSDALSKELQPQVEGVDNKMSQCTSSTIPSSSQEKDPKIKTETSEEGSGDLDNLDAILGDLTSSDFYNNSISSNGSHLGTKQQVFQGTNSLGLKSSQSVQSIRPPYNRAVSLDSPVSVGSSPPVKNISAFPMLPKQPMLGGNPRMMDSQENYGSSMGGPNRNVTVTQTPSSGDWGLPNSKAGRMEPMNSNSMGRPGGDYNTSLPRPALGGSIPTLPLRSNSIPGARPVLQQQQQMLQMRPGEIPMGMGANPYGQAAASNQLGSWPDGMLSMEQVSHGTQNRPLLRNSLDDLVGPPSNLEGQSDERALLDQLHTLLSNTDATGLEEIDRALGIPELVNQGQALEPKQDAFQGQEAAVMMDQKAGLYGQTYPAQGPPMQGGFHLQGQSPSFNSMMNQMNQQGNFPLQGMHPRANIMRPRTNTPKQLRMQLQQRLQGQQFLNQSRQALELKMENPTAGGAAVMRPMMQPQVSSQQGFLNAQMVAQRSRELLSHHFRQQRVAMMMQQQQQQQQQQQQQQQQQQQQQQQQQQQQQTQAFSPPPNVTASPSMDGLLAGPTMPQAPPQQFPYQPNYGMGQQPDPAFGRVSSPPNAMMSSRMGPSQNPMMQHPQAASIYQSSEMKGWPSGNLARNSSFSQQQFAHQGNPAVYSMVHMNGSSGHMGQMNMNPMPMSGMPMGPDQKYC
# TWEAK Fn14 block: TWEAK-Fn14 signaling inhibition | TWEAK-stimulated Fn14 reporter cells, luciferase luminescence, 8 h | inhibition, % at 10 µM | hit rate 2% among 360,000 | AID 1159606; in the data active = inhibition above about 50%
# LMP1 NFkB inh: reduces LMP1-driven NF-kappaB luciferase signal; hit rate 0.69% among 350,000; LMP1-induced NF-kappaB luciferase reporter cells, luminescence; AID 504558; inhibition, % at 12.5 µM; in the data active = inhibition above about 41%;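 also: 0% = neutral control wells and 100% = reference inhibitor control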
# NCOA2 inhibitor: human SRC2 (NCOA2) inhibition; Q15596; HEK293 GAL4-SRC2 luciferase reporter, luminescence; inhibition, % at 9 µM; hit rate 0.17% among 370,000; AID 651957;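 active = inhibition above the mean inhibition of all tested compounds plus 3 SD, set per campaign, cut at about 52% in these data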;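 also: 0% = DMSO treated cells and 100% = cells given Gossypol at 36 µM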
# NR2F2 inh: blocks human COUP-TFII nuclear receptor | hit rate 0.7% among 370,000 | HEK293T NGFI-A luciferase reporter, luminescence | inhibition, % at 8.6 µM;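 active = inhibition above a per-plate cutoff, mean inhibition of test wells between control levels plus 3 SD, cut at about 38% in these data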;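 also: cells cotransfected with COUP-TFII expression vector driving the NGFI-A reporter; 0% = median of COUP-TF2 test wells and 100% = reporter-only cells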
# TRAIL sens C8: sensitizes caspase-8 expressing cells to TRAIL; NB7+C8 cells + TRAIL, ATPlite viability luminescence; inhibition (viability loss, TRAIL sensitization), % at 10 µM; hit rate 1% among 360,000; AID 624354;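 active = compounds causing at least 50% loss of cell viability in the single-dose screen, relative to plate controls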
# NOD2 RIPK2 PPI: blocks binding of human NOD2 to RIPK2; hit rate 0.38% among 360,000; CHO BLA complementation NOD2-RIPK2, CCF4 ratio; inhibition, % at 4.98 µM; O43353; in the data active = inhibition above about 21%;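 also: 0% = vehicle only and 100% = reference blocker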
# LRH-1 inv ag: NR5A2 inverse agonism in reporter assay; hit rate 0.13% among 360,000; HEK293T StAR-luciferase reporter, LRH-1 transfected, 24 h; inhibition, % at 3.6 µM; O00482;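 active = inhibition above the mean inhibition of all tested compounds plus 3 SD, cut at about 73% in these data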;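 also: 0% = DMSO wells and 100% = reporter-only cells lacking LRH-1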
# NCOA1 inh: inhibits human SRC1 coactivator. inhibition, % at 3.6 µM. Q15788. AID 588354. HEK293 GAL4-SRC1 luciferase reporter, luminescence. hit rate 0.12% among 360,000;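 active = inhibition above the campaign mean plus 3 SD, with each screening campaign given its own cutoff, cut at about 60% in these data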;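 also: 0% = DMSO treated cells and 100% = gossypol at 36 µM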
# TLR9-MyD88 inh: blocks human TLR9 binding to MyD88; CHO BLA complementation TLR9-MyD88, CCF4 FRET ratio; inhibition, % at 4.98 µM; Q9NR96+Q99836; hit rate 0.21% among 340,000;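 active = inhibition above the mean over all tested compounds plus 3 SD, cut at about 21% in these data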;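 also: 0% = DMSO only wells and 100% = clavulanate BLA inhibitor control wells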
# TROY signal inh: TROY signaling inhibition. Q293 LMP1-TROYcd NF-kB luciferase reporter, 4 h. inhibition, % at 10 µM. hit rate 0.98% among 360,000. AID 1347056;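 active = compounds whose plate-normalised and pattern-corrected inhibition of the luciferase reporter signal at the single screening dose is 50% or more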
# An asterisk follows results filed as active; / = no result given. Not all compounds are listed (hit frequency here may not be typical).
SMILES,SRC3 inh,TWEAK Fn14 block,LMP1 NFkB inh,NCOA2 inhibitor,NR2F2 inh,TRAIL sens C8,NOD2 RIPK2 PPI,LRH-1 inv ag,NCOA1 inh,TLR9-MyD88 inh,TROY signal inh
CCOC(=O)C1CCCN(C(=O)COc2ccc(N(C)S(=O)(=O)c3ccc(C)cc3)cc2)C1 (stereo unspecified),12.3,9.9,0.4,5.5,15.0,-5.5,-5.8,-3.9,-0.2,2.2,6.0
CCOC(=O)C1CCN(C(=O)COc2ccc3c(c2)OCO3)CC1,-6.2,4.3,-3.4,3.2,12.0,10.2,2.4,1.4,-4.3,4.1,1.0
Cc1cccnc1NCC(O)COc1ccccc1 (stereo unspecified),1.3,-15.2,-3.4,-4.3,-9.7,-3.3,-3.0,2.3,-1.9,-11.0,-5.5
COc1ccc(C2/C(=C(\O)c3ccc4c(c3)OCCO4)C(=O)C(=O)N2CCCN(C)C)c(OC)c1 (stereo unspecified),2.3,7.2,-5.6,-4.1,8.9,-3.7,-10.1,-14.2,-1.8,-2.6,-4.9
COc1ccccc1C(=O)NNC(=S)NC(=O)c1sc2ccccc2c1Cl,4.9,-15.6,21.1,-12.8,5.9,9.5,-2.7,4.0,-18.6,-3.9,-33.7
CCOc1cc(N2CCOCC2)c(OCC)cc1NC(=O)c1ccc2ccccc2n1,-27.8,5.0,-8.7,-41.0,13.4,7.5,-10.4,-13.4,-29.0,-2.1,-38.4
CSc1ncnc2c1ncn2CCCN1CCN(c2ccccn2)CC1,-2.8,-20.1,-26.9,-1.0,1.8,4.4,-0.5,-5.3,8.2,-6.2,-4.1
C/[N+]([O-])=C/c1c(OCc2ccccc2)ccc2ccccc12,-66.3,-15.1,-14.3,-28.9,-4.1,8.7,3.2,-32.8,-54.8,3.8,-13.5
COC(=O)C1CCN(C(=O)CCCOc2ccccc2)CC1,-59.4,50.6*,10.2,-41.9,-41.3,-13.4,-13.6,-101.8,-87.9,9.4,-5.3
CCCCCCCCCCOC(=O)NC1CCS(=O)(=O)C1 (stereo unspecified),25.5,-1.3,-1.9,-19.8,-18.0,0.1,6.6,13.2,2.9,-2.7,17.6
O=C(c1ccncc1)N1CCN(C(=O)c2cccs2)CC1,-6.0,4.5,-9.4,-3.3,-0.6,-2.1,-27.8,-2.2,-10.6,4.2,-6.2
COc1ccc(O)c(C(=O)c2cnn(-c3ccccn3)c2)c1,-29.6,-7.7,-9.9,-39.5,-30.1,1.9,-5.2,-97.1,-40.4,-1.3,-43.0
CN(C)C(=O)COC(=O)[C@H](Cc1ccccc1)NC(=O)c1ccco1,6.2,0.8,1.5,6.8,-2.5,3.9,0.1,-13.2,-7.2,-6.1,13.2
CCOc1ccc(C(=O)Nc2c3c(nn2-c2cccc(C)c2C)CS(=O)C3)cc1 (stereo unspecified),7.2,13.2,-4.8,-25.1,6.7,-12.7,-11.7,5.2,6.1,7.9,-1.2
COc1cc2c(cc1OC)-c1nnc(-c3cccs3)n1C1(CCCC1)C2,17.8,12.5,-4.5,-22.5,-21.7,9.9,-16.1,-8.0,-18.1,0.1,12.9
O=C(Nc1nc(-c2ccc(-c3ccccc3)cc2)cs1)C1CCCO1 (stereo unspecified),-22.5,-15.2,11.5,-9.8,-1.8,12.7,16.1,-25.4,-6.0,-129.7,-12.8
COc1ccccc1OC(=O)c1cc2ccccc2oc1=O,6.4,-8.1,2.2,-11.8,-15.0,-17.9,-6.4,5.0,3.5,1.6,-26.5
c1ccc(CN(Cc2ccco2)C(c2ccncc2)c2nnnn2C2CCCC2)cc1 (stereo unspecified),-4.9,6.6,-9.5,-1.9,-11.5,-16.4,-8.6,-8.9,0.3,7.6,2.0
CCCCn1c(N)c(N(CCOC)C(=O)CN(C)S(=O)(=O)c2ccc(Cl)cc2)c(=O)[nH]c1=O,6.4,2.3,6.7,-18.8,-16.7,-15.3,-8.4,-6.1,-35.7,-7.0,7.6
CCOC(=O)C1(CCOc2ccccc2)CCN(C(=O)c2cncs2)CC1,12.2,-3.6,0.2,1.0,21.9,4.3,-5.4,8.8,-2.5,3.2,-5.3
C[C@@H]1CN([C@@H](C)CO)C(=O)c2cc(NC(=O)Nc3ccc4c(c3)OCO4)ccc2O[C@H]1CN(C)S(=O)(=O)c1ccc(F)cc1,26.3,24.0,-4.5,7.9,5.0,-5.1,1.8,6.5,-6.3,3.5,5.7
COc1cc(O)cc2cc3c(c(O)c12)C(=O)CC(C)(O)O3 (stereo unspecified),26.0,1.0,7.5,17.2,-2.7,-8.4,-0.9,12.9,21.1,-12.8,12.7
Cn1c(SCC(=O)Nc2ccc3[nH]c(=O)[nH]c3c2)nnc1-c1ccccc1,2.5,15.0,-10.3,22.0,-9.6,-2.4,-5.5,-5.4,-3.9,-4.5,-5.5
COc1ccc([C@H]2CC(=O)C=C(c3ccc(F)cc3OCc3ccccc3)C2)cc1,3.9,18.5,4.8,3.6,0.1,-13.5,-8.3,-11.6,-3.4,2.5,18.1
NC(=O)c1ccc(NC(=O)COC(=O)C(Cc2ccccc2)NC(=O)c2ccccc2)cc1 (stereo unspecified),9.9,-22.6,-3.9,-17.8,-5.1,5.6,-2.8,-14.1,7.2,1.0,6.0

# Compounds shown so far containing an NH in an aromatic ring (2):
SMILES,SRC3 inh,TWEAK Fn14 block,LMP1 NFkB inh,NCOA2 inhibitor,NR2F2 inh,TRAIL sens C8,NOD2 RIPK2 PPI,LRH-1 inv ag,NCOA1 inh,TLR9-MyD88 inh,TROY signal inh
CCCCn1c(N)c(N(CCOC)C(=O)CN(C)S(=O)(=O)c2ccc(Cl)cc2)c(=O)[nH]c1=O,6.4,2.3,6.7,-18.8,-16.7,-15.3,-8.4,-6.1,-35.7,-7.0,7.6
Cn1c(SCC(=O)Nc2ccc3[nH]c(=O)[nH]c3c2)nnc1-c1ccccc1,2.5,15.0,-10.3,22.0,-9.6,-2.4,-5.5,-5.4,-3.9,-4.5,-5.5

# Other results follow:
SMILES,SRC3 inh,TWEAK Fn14 block,LMP1 NFkB inh,NCOA2 inhibitor,NR2F2 inh,TRAIL sens C8,NOD2 RIPK2 PPI,LRH-1 inv ag,NCOA1 inh,TLR9-MyD88 inh,TROY signal inh
Cc1ccc(CSc2nnc(CNc3ccc(F)cc3)o2)cc1,9.4,2.6,-2.8,0.3,-5.9,0.3,-5.3,-10.0,2.2,-4.5,7.0
O=C(CCc1nnc2ccc(N3CCC4(CC3)OCCO4)nn12)NCc1ccc(F)cc1,-4.8,-7.0,5.7,0.2,-8.2,-5.7,7.5,7.7,-11.9,-0.2,-1.4
Cc1ccccc1C(=O)Nc1c(C(=O)N(CCN(C)C)Cc2ccco2)oc2ccccc12,-1.9,-11.8,-4.9,-25.2,-4.6,15.9,-0.2,-3.5,-2.3,2.9,-7.9
CCCCCn1c(CNC(=O)COC)nc2ccccc21,14.4,-2.5,-20.6,-11.0,7.6,-1.1,-2.8,18.0,-13.3,-3.6,-15.9
O=C(CC1SC(N2CCCCC2)=NC1=O)Nc1ccc(C(=O)Nc2ccccc2)cc1 (stereo unspecified),2.8,2.3,-3.3,-20.9,3.3,1.9,1.2,-9.6,-18.1,0.8,-10.7
Cc1ccccc1NC(=O)NNC(=O)c1ccc2ccccc2c1,11.1,-9.2,-10.9,16.6,15.7,-1.5,3.6,22.2,-17.4,-6.5,0.5
O=C(NC(Cc1ccccc1)C(=O)N1CCN(c2ccccc2O)CC1)c1ccccc1 (stereo unspecified),-5.7,3.5,0.6,8.3,6.2,2.0,-6.5,-0.4,2.5,1.3,-2.2
Clc1nnc(NN=C2CCCC2)c2ccccc12,-19.7,11.5,14.4,-11.2,-6.6,-4.8,7.2,-0.5,-63.1,-2.2,7.1
Cc1ccccc1C(=O)N/N=C/c1ccsc1C,14.2,-14.7,-1.3,7.0,2.9,-2.3,-3.2,-19.3,1.6,7.5,-8.0
CN1C(=O)c2ccccc2Sc2ccc(NC(=O)NC3CC3)cc21,8.2,-13.3,-1.4,-10.5,9.4,-21.6,-7.1,21.8,4.0,-2.5,7.2
O=C(NCC1CCCCC1)c1cccnc1Cl,-7.2,3.1,0.5,-22.8,13.8,18.7,2.6,10.1,7.6,-4.5,-0.4
CCn1c(SCC(=O)c2ccc3ccccc3c2)nnc1-c1cccs1,2.7,12.8,3.1,-14.7,-14.5,6.8,2.9,17.3,-9.6,14.1,15.2
CC12CCC3c4ccccc4CCC3(CO1)C2 (stereo unspecified),-30.5,-16.1,-5.6,2.8,5.7,-7.8,-10.2,-21.3,-10.2,-0.9,-13.5
O=C(CN1CCCc2ccccc21)NC(=O)NCc1ccccc1,-14.5,-20.9,-1.1,-14.7,8.3,3.5,-0.6,0.7,-3.6,6.1,-47.6
O=c1[nH]n(Cc2ccccc2)c(=O)c2ccccc12,-30.2,-23.3,-3.5,-46.3,-22.1,-1.9,-3.6,-31.3,-24.7,8.9,-48.0
Cc1nn(CC(=O)N2CCN(c3ccccc3)CC2)c(C)c1[N+](=O)[O-],-1.8,0.8,-0.5,0.2,-13.9,-4.9,-4.9,-5.3,-1.8,-4.6,0.2
CC(=O)N1CCc2c(sc3c2c(=O)n(-c2ccccc2)c(=O)n3Cc2ccccc2Cl)C1,19.9,18.5,1.4,-5.7,6.6,13.6,-10.4,2.5,0.9,2.2,-12.1
COc1ccc(C)cc1NC(=O)CSc1ccc(-c2sc(C)nc2C)nn1,5.2,0.7,-5.7,-9.9,-17.1,16.4,-0.5,7.3,-42.2,0.9,15.9
COc1ccccc1-n1c(CNC(=O)c2ccco2)n[nH]c1=S,-2.1,14.0,3.9,9.5,28.6,-3.4,-9.2,3.0,-14.1,6.3,3.3
CC(=O)CSc1nnc(Cc2ccc3c(c2)OCO3)o1,-14.6,-16.2,-9.0,-10.1,1.1,0.5,-1.4,-5.1,-20.4,-4.9,-21.1
COc1ccc(N(CC(=O)NCc2cccs2)S(=O)(=O)c2c(C)nn(C)c2C)cc1,-9.2,-9.9,-8.8,-35.2,-3.0,7.1,-0.1,8.2,3.4,-5.7,-8.5
Cc1cc(C(F)(F)F)nn1CC(=O)N1CCOCC1,6.6,28.6,0.6,-5.3,11.1,-12.6,-13.9,12.6,-3.6,-4.7,41.5
CCc1nc2ccccc2nc1N1CCN(S(=O)(=O)c2c(C)cc(Cl)cc2C)CC1,-5.2,0.9,/,2.1,9.0,-11.9,-9.2,2.9,-0.7,/,39.1
COc1ccc(OC)c2[nH]c(=O)c(CCNC(=O)c3cc4ccccc4o3)cc12,-4.1,-22.9,7.3,-22.6,-7.0,3.2,-11.0,-25.7,-12.4,-0.4,5.3
Cc1cc(NCCCn2ccnc2)n2nc(C)c(-c3ccc(Cl)cc3)c2n1,5.9,-20.9,-4.3,-2.5,-15.7,13.9,-0.6,-22.5,1.8,11.3,-9.4
CC1=NC(C)(C)Cc2c(C)cccc21,0.5,-1.8,5.1,2.7,-5.5,3.8,-6.7,-18.3,-5.7,-5.6,-23.7
Cc1nn(-c2ccccc2)c(Cl)c1/C=N/NC(=O)c1ccnn1C,-80.4,1.1,-14.2,-43.2,-34.6,13.0,-19.7,-90.7,-80.3,-4.7,-36.2
O=S(=O)(c1ccccc1F)N1CCN(CCOc2ccccc2)CC1,13.3,-2.5,4.5,11.0,3.0,-9.3,2.6,-0.5,-6.8,4.3,6.9
N#Cc1ccc(C(CC(=O)O)N2Cc3ccccc3C2=O)cc1 (stereo unspecified),15.1,1.4,-4.4,-19.8,9.8,-7.7,-8.6,-6.5,4.3,-5.1,-4.4

# Screening results: PubChem, several laboratories
